bIAP inhibitor: blocks bovine intestinal alkaline phosphatase activity; purified bovine IAP, CDP-star luminescence, 30 min; inhibition, % at 20 µM; 190,000 tested, under 10 active; AID 1019;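 active means over 50% inhibition of intestinal alkaline phosphatase at 20 µM in the single-dose screen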
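Assay system: bovine IAP enzyme; medium: DEA buffer 100 mM, pH 9.8, with MgCl2 1.0 mM, ZnCl2 0.02 mM; doses: 20 µM single dose; incubation: enzyme reaction for 30 min at room temperature; detection: CDP-star luminescence signal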
S1P3 antag: blocks the human S1P3 receptor; Q99500; CHO S1P3 NFAT-BLA reporter, FRET fluorescence, antagonist mode; inhibition, % at 4.98 µM; 0.27% of 170,000 active;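 active means inhibition above the plate cutoff, the mean inhibition of test wells on that plate plus 3 SD, cut at about 28% in these data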;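 further: cells challenged with S1P at its EC80 of 0.8 µM; blue over green emission ratio from cleaved BLA substrate after 4 h stimulation; 0% = S1P-stimulated wells and 100% = unstimulated DMSO-only wells; some compounds past the cut are filed as inactive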
PPARg SRC1 recr: agonists of human PPARgamma SRC-1 coactivator recruitment; PPARgamma-SRC-1 coactivator recruitment biochemical assay; activation, % at 8 µM; 0.41% of 200,000 active; in the data active means activation above about 19%;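 further: 0% = DMSO and 100% = reference agonist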
PPARg SRC-2 ag: promotes SRC-2 coactivator recruitment by human PPARgamma; P37231; PPARgamma LBD-SRC-2 recruitment, biochemical; activation, % at 8 µM; 0.34% of 200,000 active; AID 1032; in the data active means activation above about 22%;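 further: 0% = vehicle and 100% = reference agonist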
PPARg SRC-3 ag: PPARgamma-driven SRC-3 recruitment agonism; 0.26% of 200,000 active; activation, % at 8 µM; biochemical PPARgamma/SRC-3 coactivator recruitment assay; P37231; in the data active means activation above about 23%;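 further: 0% = DMSO and 100% = reference agonist; some compounds past the cut are filed as inactive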
TR-FRET SRC-2 ct: counter-screen for PPARgamma SRC-2 recruitment agonists: TR-FRET artefact; hits give high values; TR-FRET ratio at 8 µM; 0.4% of 200,000 active; in the data active means TR-FRET ratio above about 2000; further: inactives centre near 1500; reference of the scale not given here
TLR4-MyD88 BLA: inhibitors of human TLR4-MyD88 binding; O00206+Q99836; HeLa CL3-4 TLR4/MyD88 BLA complementation, FRET ratio; inhibition, % at 8.4 µM; 0.18% of 200,000 active; AID 861; in the data active means inhibition above about 25%;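 further: 0% = vehicle and 100% = reference inhibitor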
Target sequence (O00206 whole entry, looked up): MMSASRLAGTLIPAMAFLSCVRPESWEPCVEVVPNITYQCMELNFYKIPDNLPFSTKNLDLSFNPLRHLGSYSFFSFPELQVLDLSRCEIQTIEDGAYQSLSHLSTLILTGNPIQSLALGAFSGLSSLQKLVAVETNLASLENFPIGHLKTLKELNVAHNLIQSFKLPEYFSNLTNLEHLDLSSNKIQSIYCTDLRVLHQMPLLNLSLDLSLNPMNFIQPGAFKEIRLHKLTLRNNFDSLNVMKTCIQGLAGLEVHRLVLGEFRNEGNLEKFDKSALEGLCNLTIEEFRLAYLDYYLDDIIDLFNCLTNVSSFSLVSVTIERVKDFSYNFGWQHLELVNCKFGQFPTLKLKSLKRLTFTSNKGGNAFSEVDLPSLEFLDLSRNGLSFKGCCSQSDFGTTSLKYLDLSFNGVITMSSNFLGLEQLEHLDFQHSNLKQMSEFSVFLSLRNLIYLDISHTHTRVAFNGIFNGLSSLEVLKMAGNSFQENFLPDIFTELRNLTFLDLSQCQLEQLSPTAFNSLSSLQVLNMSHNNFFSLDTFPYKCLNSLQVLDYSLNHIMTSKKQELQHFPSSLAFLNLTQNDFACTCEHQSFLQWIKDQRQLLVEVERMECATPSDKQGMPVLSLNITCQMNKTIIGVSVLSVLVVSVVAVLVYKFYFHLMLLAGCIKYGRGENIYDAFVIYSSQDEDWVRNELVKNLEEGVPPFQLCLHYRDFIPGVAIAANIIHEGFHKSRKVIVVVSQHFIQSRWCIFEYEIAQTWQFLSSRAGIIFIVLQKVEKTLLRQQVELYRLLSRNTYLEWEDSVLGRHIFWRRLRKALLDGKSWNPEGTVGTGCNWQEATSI
Target sequence (Q99836 whole entry, looked up): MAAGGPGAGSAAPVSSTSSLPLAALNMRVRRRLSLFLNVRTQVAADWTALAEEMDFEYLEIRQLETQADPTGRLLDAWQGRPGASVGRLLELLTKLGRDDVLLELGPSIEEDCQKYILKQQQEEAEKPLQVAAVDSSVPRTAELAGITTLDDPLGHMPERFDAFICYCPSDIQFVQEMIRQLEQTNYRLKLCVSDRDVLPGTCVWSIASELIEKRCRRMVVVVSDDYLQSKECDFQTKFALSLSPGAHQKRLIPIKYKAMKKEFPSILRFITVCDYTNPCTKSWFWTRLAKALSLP
bIAP activator: intestinal alkaline phosphatase (bovine) activation. purified bovine IAP, CDP-star luminescence, 30 min; hits give high values; fold of DMSO-control signal, blank-subtracted. AID 1016. activation factor at 20 µM. 0.17% of 200,000 active;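 active means activation factor of 2 or more at 20 µM, a signal rise over negative controls twice the positive control's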
DTT redox prof: compounds producing H2O2 with reducing agent – biochemical, NIH compound library profiling, artefact control for MLSCN library redox annotation, primary screen. DTT-dependent redox cycling H2O2, phenol red/HRP absorbance; 100% = 100 µM peroxide control, 0% = buffer. activation, % at 10 µM. 0.03% of 200,000 active;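 active means activation of at least 50% relative to the plate's high and low controls in the primary single-dose screen; inactive means activation below 50%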;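 further: compound incubated with DTT at 0.8 mM final as the reducing agent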
ROMK primary: human ROMK K+ channel modulation, primary screen; P48048; B-score at 10 µM; 2% of 130,000 active; Tet-inducible ROMK, thallium flux fluorescence; actives lie on both sides;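 active means signal ratio slope over the read window, or its plate-corrected B-score, at least 3 SD from the plate mean, either direction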;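 further: B-score of the F/F0 ratio slope over 7 to 12 s after thallium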
Lmaj promast: inhibitors of Leishmania major promastigote growth; Leishmania major promastigotes, resazurin fluorescence viability; inhibition, % at 10 µM; 9% of 200,000 active; in the data active means inhibition above about 50%;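 further: promastigotes grown with compound for 44 hours at 28 °C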
Starred values were filed as active, the others as inactive; / = not tested or not shown.

Abbreviations – A = bIAP inhibitor; B = S1P3 antag; C = PPARg SRC1 recr; D = PPARg SRC-2 ag; E = PPARg SRC-3 ag; F = TR-FRET SRC-2 ct; G = TLR4-MyD88 BLA; H = bIAP activator; I = DTT redox prof; J = ROMK primary; K = Lmaj promast
COc1cccc(NC(=O)C2CCCN(S(=O)(=O)c3cccc4nsnc34)C2)c1 (stereo not drawn)
  A = 7 | B = -11 | C = 4 | D = 3 | E = -3 | F = 1590 | G = 2 | H = 0.9 | I = 3.2 | J = 0.71 | K = 5
CSc1nc(-c2ccccc2)nc(NC(C)=O)c1C(C)=O
  A = -10 | B = -5 | C = 10 | D = 10 | E = -1 | F = 1873 | G = -13 | H = 1.1 | I = 3.6 | J = 0.11 | K = 0
CCOc1ccccc1NC(=O)CCN1CCN(S(=O)(=O)c2ccc(Br)cc2)CC1
  A = 4 | B = 15 | C = 10 | D = 9 | E = 4 | F = 1501 | G = 10 | H = 1 | I = 2.9 | J = / | K = -5
COc1cc(C2C(C(=O)c3cccs3)=C(O)C(=O)N2Cc2ccco2)cc(OC)c1OC (stereo not drawn)
  A = -2 | B = -10 | C = 8 | D = 7 | E = 7 | F = 1780 | G = 2 | H = 1 | I = -0.1 | J = 0.12 | K = -6
CCOC(=O)/C(C(C)=O)=C1/OC(=O)c2ccccc21
  A = 12 | B = / | C = 5 | D = 19 | E = 7 | F = 1734 | G = -10 | H = 0.9 | I = 0.0 | J = 0.081 | K = -4
CCCCCn1c(N2CCC(C(N)=O)CC2)nc2c1c(=O)[nH]c(=O)n2C
  A = 5 | B = -2 | C = 10 | D = -1 | E = -6 | F = 1486 | G = 0 | H = 1 | I = 0.6 | J = 0.66 | K = -7
COC(=O)[C@@]1(Cc2ccc(F)cc2)[C@H]2c3cc(C(=O)N4CCCC4)n(CCc4ccccn4)c3C[C@H]2CN1C(=O)c1ccccc1
  A = 38 | B = -9 | C = 7 | D = 9 | E = 1 | F = 1531 | G = -3 | H = 0.6 | I = -0.3 | J = -2.1 | K = 99*
CCO[C@H]1OC(C(=O)N2CCN(Cc3ccccc3)CC2)=C[C@@H](c2coc3ccccc3c2=O)[C@@H]1CCCO
  A = -16 | B = -7 | C = 1 | D = -1 | E = -1 | F = 1476 | G = -5 | H = 1.2 | I = 0.6 | J = / | K = -3
Cc1cc(C)c(C#N)c(SCC(=O)OC2CCCCC2)n1
  A = 0 | B = -22 | C = 5 | D = 10 | E = 1 | F = 1494 | G = 8 | H = 1 | I = -1.8 | J = -0.23 | K = -8
COc1ccc(C2=NN(C(=O)CSc3nc4ccccc4s3)C(c3ccc(OC)cc3)C2)cc1 (stereo not drawn)
  A = 8 | B = -12 | C = 7 | D = -6 | E = -2 | F = 1438 | G = 0 | H = 0.9 | I = 2.4 | J = 0.7 | K = 3
Cc1ccc(C(=O)c2ccccc2C(=O)O)c(O)c1
  A = 9 | B = 7 | C = -5 | D = 0 | E = 5 | F = 1559 | G = -17 | H = 0.9 | I = -0.4 | J = 0.47 | K = -3
Cc1ccc(S(=O)(=O)Nc2ccccc2C(=O)NCc2cccnc2)cc1
  A = 6 | B = -20 | C = 7 | D = 4 | E = 7 | F = 1681 | G = 7 | H = 0.9 | I = 1.2 | J = 2.8* | K = 5
CCn1c(SCC(=O)Nc2sc(C)c(C)c2C#N)nnc1C(C)C
  A = 8 | B = -10 | C = 6 | D = 3 | E = 7 | F = 1437 | G = -3 | H = 0.9 | I = 0.1 | J = -0.28 | K = 3
CCCC(C)NC(=O)CSCc1ccc(OC)cc1 (stereo not drawn)
  A = 3 | B = 2 | C = 6 | D = 6 | E = 6 | F = 1570 | G = -5 | H = 1 | I = -0.5 | J = 0.49 | K = -4
Cc1ccccc1NC(=O)NCCCN1CCN(C2CCCCC2)CC1
  A = 4 | B = 0 | C = 1 | D = 5 | E = 4 | F = 1475 | G = 2 | H = 1 | I = 1.1 | J = / | K = 0
O=C1c2ccccc2C(Nc2cccnc2)N1Cc1ccccc1 (stereo not drawn)
  A = -1 | B = / | C = 12 | D = 7 | E = 7 | F = 1632 | G = -12 | H = 1 | I = -0.5 | J = / | K = 24
CCOC(=O)CCc1nn(C)c(=O)c2ccccc12
  A = 7 | B = -8 | C = 9 | D = 2 | E = 4 | F = 1762 | G = -17 | H = 0.9 | I = -0.8 | J = -1.6 | K = -2
CCOC(=O)c1ccc(NC(=O)Cn2c(-c3nonc3N)nc3ccccc32)cc1
  A = 16 | B = 0 | C = 12 | D = 13 | E = 6 | F = 1459 | G = 2 | H = 0.8 | I = 0.4 | J = -0.17 | K = -8
O=C(CC1Sc2ccccc2NC1=O)c1ccc(Br)cc1 (stereo not drawn)
  A = 25 | B = -9 | C = 4 | D = -2 | E = 0 | F = 1402 | G = 4 | H = 0.7 | I = 0.3 | J = -1.9 | K = 45
CCCNS(=O)(=O)c1ccc(NC(=O)c2ccccn2)cc1
  A = 20 | B = -8 | C = -2 | D = 9 | E = 3 | F = 1476 | G = 7 | H = 0.8 | I = 1.1 | J = -0.078 | K = -5
COc1ccc2c(c1)C(SCC(=O)NCc1ccccc1)CC(C)(C)O2 (stereo not drawn)
  A = 14 | B = -1 | C = 3 | D = 7 | E = 1 | F = 1401 | G = 2 | H = 0.9 | I = 0.6 | J = 0.62 | K = -7
CC1=NN(c2nc(-c3ccc(C)cc3)cs2)C(=O)C1N=Nc1ccc2ccccc2c1 (stereo not drawn)
  A = / | B = / | C = 1 | D = 4 | E = -3 | F = 1573 | G = 0 | H = 0.4 | I = 1.0 | J = / | K = -8
CC(Oc1cccc(F)c1)c1ccnc2nc(/N=C/N(C)C)nn12 (stereo not drawn)
  A = -5 | B = -2 | C = 5 | D = 0 | E = 1 | F = 1765 | G = -8 | H = 1.1 | I = -0.8 | J = 0.4 | K = 2
COc1cccc(OC)c1CC1SC(=O)NC1=O (stereo not drawn)
  A = 4 | B = -16 | C = 0 | D = -5 | E = 0 | F = 1573 | G = -10 | H = 1 | I = -1.8 | J = 0.22 | K = -9
COC(=O)CNC(=O)c1c(C)cc(=O)oc1C
  A = 10 | B = / | C = -1 | D = 5 | E = -2 | F = 1642 | G = -7 | H = 0.9 | I = 0.0 | J = 1.1 | K = -4
COc1ccccc1-c1nc(C#N)c(N2CCC(Cc3ccccc3)CC2)o1
  A = 1 | B = -12 | C = 5 | D = -1 | E = 12 | F = 1561 | G = 9 | H = 1 | I = -0.1 | J = -0.27 | K = -2
COC(=O)CC1SC(=O)NC1=Nc1ccc(OC)cc1 (stereo not drawn)
  A = 11 | B = / | C = 6 | D = 8 | E = 10 | F = 1774 | G = 10 | H = 0.9 | I = -2.8 | J = / | K = -3
COc1ccccc1CNC(=O)C1CCC(CNc2c(N3CCOCC3)c(=O)c2=O)CC1 (stereo not drawn)
  A = -9 | B = -1 | C = 1 | D = 5 | E = -8 | F = 1290 | G = -8 | H = 1.1 | I = 0.1 | J = / | K = -6
CC(C)C(=O)NC(=S)Nc1ccc(S(=O)(=O)Nc2nccs2)cc1
  A = -6 | B = 28* | C = 4 | D = 9 | E = 4 | F = 1735 | G = -4 | H = 1.1 | I = -1.8 | J = 0.23 | K = -9
O=C(Nc1ccc(Cl)c(Cl)c1)Nc1ccccc1NS(=O)(=O)c1cccs1
  A = 8 | B = 4 | C = -3 | D = 11 | E = -1 | F = 1493 | G = 7 | H = 0.9 | I = -0.3 | J = -0.93 | K = -4
CCOc1ccc(C(=O)NCC(=O)N2CCC(C)CC2)cc1OCC
  A = 13 | B = -8 | C = -3 | D = -1 | E = -2 | F = 1497 | G = -11 | H = 0.9 | I = -0.1 | J = -0.17 | K = -3
COC(=O)c1[nH]c2ccc(F)cc2c1NC(=O)CCN1CC(C)OC(C)C1 (stereo not drawn)
  A = 6 | B = / | C = 12 | D = 15 | E = 2 | F = 1644 | G = 1 | H = 0.9 | I = -4.4 | J = / | K = -2
N#Cc1ccccc1OCCOCCNC1CCCC1
  A = 1 | B = 7 | C = 3 | D = -1 | E = -1 | F = 1584 | G = -4 | H = 1 | I = -0.5 | J = -0.062 | K = 82*
CCN(CC)c1ccc(C(=O)O)cc1
  A = -11 | B = -14 | C = 9 | D = 3 | E = 1 | F = 1601 | G = -11 | H = 1.1 | I = -0.4 | J = / | K = -4
O=c1ccn(CCOc2ccc(Cl)cc2)c(=O)[nH]1
  A = 16 | B = 11 | C = 1 | D = -2 | E = 9 | F = 1423 | G = -6 | H = 0.8 | I = -5.5 | J = 0.82 | K = 5
CC(C)(C)C1CCC(=NNC(=O)C(=O)NCc2ccco2)CC1 (stereo not drawn)
  A = -23 | B = 3 | C = 3 | D = 1 | E = 8 | F = 1597 | G = -4 | H = 1.2 | I = 3.2 | J = 0.42 | K = -1
COc1ccccc1CNC(=O)c1oc2ccc(S(=O)(=O)N3CCCC3)cc2c1C
  A = 0 | B = -42 | C = 3 | D = -2 | E = 2 | F = 1518 | G = -13 | H = 1 | I = 0.3 | J = / | K = 18
Clc1ccccc1N=C1NN=C(c2cccs2)CS1
  A = 6 | B = 18 | C = 3 | D = 5 | E = 5 | F = 1715 | G = -13 | H = 0.9 | I = 0.0 | J = -0.94 | K = 21
CCN1CCN(CC(O)COc2ccc3c(c2)CCC3)CC1 (stereo not drawn)
  A = -4 | B = 8 | C = -4 | D = -12 | E = -3 | F = 1451 | G = -3 | H = 1 | I = 0.3 | J = -0.1 | K = 84*
CCC(CC)c1nnc(NC(=O)CCNC(=O)c2ccccc2Cl)s1
  A = -3 | B = -2 | C = -6 | D = 3 | E = 4 | F = 1530 | G = 1 | H = 1 | I = -0.3 | J = -0.87 | K = -2

Part of the list above, in markdown.
| mol | bIAP inhibitor | S1P3 antag | PPARg SRC1 recr | PPARg SRC-2 ag | PPARg SRC-3 ag | TR-FRET SRC-2 ct | TLR4-MyD88 BLA | bIAP activator | DTT redox prof | ROMK primary | Lmaj promast |
| --- | --- | --- | --- | --- | --- | --- | --- | --- | --- | --- | --- |
| O=C(CC1Sc2ccccc2NC1=O)c1ccc(Br)cc1 (stereo not drawn) | 25 | -9 | 4 | -2 | 0 | 1402 | 4 | 0.7 | 0.3 | -1.9 | 45 |
| CCCNS(=O)(=O)c1ccc(NC(=O)c2ccccn2)cc1 | 20 | -8 | -2 | 9 | 3 | 1476 | 7 | 0.8 | 1.1 | -0.078 | -5 |
| COc1ccc2c(c1)C(SCC(=O)NCc1ccccc1)CC(C)(C)O2 (stereo not drawn) | 14 | -1 | 3 | 7 | 1 | 1401 | 2 | 0.9 | 0.6 | 0.62 | -7 |
| CC1=NN(c2nc(-c3ccc(C)cc3)cs2)C(=O)C1N=Nc1ccc2ccccc2c1 (stereo not drawn) | / | / | 1 | 4 | -3 | 1573 | 0 | 0.4 | 1.0 | / | -8 |
| CC(Oc1cccc(F)c1)c1ccnc2nc(/N=C/N(C)C)nn12 (stereo not drawn) | -5 | -2 | 5 | 0 | 1 | 1765 | -8 | 1.1 | -0.8 | 0.4 | 2 |
| COc1cccc(OC)c1CC1SC(=O)NC1=O (stereo not drawn) | 4 | -16 | 0 | -5 | 0 | 1573 | -10 | 1 | -1.8 | 0.22 | -9 |
| COC(=O)CNC(=O)c1c(C)cc(=O)oc1C | 10 | / | -1 | 5 | -2 | 1642 | -7 | 0.9 | 0.0 | 1.1 | -4 |

Source: PubChem (several laboratories)
